From PubChem BioAssay
TRHR PAM: allosterically enhances the human TRH receptor. actives 0.66% (n = 360,000). TRHR cells, fluo-8 calcium fluorescence, EC20 TRH enhancement. enhancement, % at 2 µM. P34981. AID 493056; in the data active means enhancement above about 30%; further: 0% is about no effect
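TRHR-expressing cells loaded with fluo-8 calcium dye were read kinetically (ex 480/em 530) during compound addition, then stimulated with an EC20 of TRH (10 nM final). Enhancement of the Gq-mediated intracellular calcium response was scored.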
Anesthetic bind: candidate novel general anesthetic via apoferritin binding; apoferritin/1-aminoanthracene competitive binding, fluorescence; actives 0.074% (n = 350,000); AID 485281; Potency, µM (titrated, usually from 77.5 µM), for inactives: at the top dose activity change, negative = displacement, hits mostly inhibitors; P02791; further: potency means the concentration at half of the fitted maximal effect; on the % scale 0 is the no-effect control and ±100 the full control effect; nearly all actives have a fitted effect of over 20% in size
Target sequence (P02791 2-175 limits assumed): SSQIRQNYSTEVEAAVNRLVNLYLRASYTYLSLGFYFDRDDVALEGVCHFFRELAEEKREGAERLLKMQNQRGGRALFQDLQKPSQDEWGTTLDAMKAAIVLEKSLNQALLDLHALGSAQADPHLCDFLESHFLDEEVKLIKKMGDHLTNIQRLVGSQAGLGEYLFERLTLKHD
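Probe: 1-aminoanthracene (50% saturated, PBS). Protein: horse-spleen apoferritin, 10 uM. Incubation: 10 min, room temperature. Detection: 380 nm excitation, 535 nm emission. Analysis: normalized response, four-parameter Hill.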
TRHR ag: activates the human TRH receptor; P34981; TRHR cells, calcium flux fluo-8, FDSS agonist mode; activation, % at 2 µM; actives 0.18% (n = 360,000); AID 493084; in the data active means activation above about 30%; further: 0% is about no effect
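Steps: seed TRHR cells overnight; add fluo-8 no-wash Ca dye, RT 30 min–1.5 h; record 10 s baseline; pin-transfer compounds; monitor fluorescence 1 cycle/s for the agonist window. Calcium increases flag candidate agonists.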
D1 PAM: human D1 dopamine receptor positive modulation | HEK293 TREx D1 cells, calcium flux, dopamine EC20 potentiation | actives 0.036% (n = 360,000) | potentiation, % at 10 µM | P21728; in the data active means potentiation above about 30%; further: 0% is about no effect
Target sequence (P21728 whole entry, looked up): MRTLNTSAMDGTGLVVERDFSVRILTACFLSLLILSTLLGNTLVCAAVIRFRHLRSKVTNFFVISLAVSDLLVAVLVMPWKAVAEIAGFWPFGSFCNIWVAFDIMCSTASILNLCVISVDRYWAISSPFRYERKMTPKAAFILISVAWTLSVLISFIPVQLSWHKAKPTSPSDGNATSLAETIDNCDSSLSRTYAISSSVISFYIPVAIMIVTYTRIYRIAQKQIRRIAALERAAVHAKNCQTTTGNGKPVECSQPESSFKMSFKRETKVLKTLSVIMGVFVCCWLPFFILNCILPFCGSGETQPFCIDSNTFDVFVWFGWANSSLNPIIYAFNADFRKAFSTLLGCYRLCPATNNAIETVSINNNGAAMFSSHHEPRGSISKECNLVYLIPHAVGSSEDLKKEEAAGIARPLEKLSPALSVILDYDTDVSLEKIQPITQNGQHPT
D1 ag: agonists of human D1 dopamine receptor; HEK293 T-REx D1 cells, calcium flux, agonist mode; activation, % at 2 µM; actives 1% (n = 360,000); in the data active means activation above about 30%; further: 0% is about no effect
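Tetracycline-induced HEK293 TREx D1 cells, force-coupled to calcium signalling, were dye-loaded with a no-wash calcium kit. Compound was pin-added after a 10 s baseline. Fluorescence was read kinetically at 1 cycle/s for 180 s, with calcium rises flagged as agonism.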
RXFP1 antag: blocks the human relaxin receptor RXFP1 | Q9HBX9 | HEK293-RXFP1, relaxin-stimulated cAMP HTRF, 30 min; hits give low values | activity change, negative = inhibition, % at 57.5 µM | actives 0.59% (n = 350,000) | AID 1259400;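 active means activity change of -60% or lower, but not beyond a set lower limit; inconclusive means change between -60% and -40%, or beyond the set limit; inactive means change above -40%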; further: on the % scale 0 is the no-effect control and ±100 the full control effect
RXFP1 agonist: agonists of human relaxin receptor RXFP1 | Q9HBX9 | HEK293T-RXFP1 cAMP TR-FRET, 30 min; response scale: percent of porcine relaxin response, buffer zero | Potency, µM (series often up to 57.5 µM), inactives show top-dose activation, usual class: activators | actives 0.3% (n = 370,000) | AID 2676; further: potency means the concentration at half of the fitted maximal effect; on the % scale 0 is the no-effect control and ±100 the full control effect; nearly all actives have a fitted effect of over 60% in size; many of its hits are not listed in these tables
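HEK293T cells stably expressing RXFP1 were pretreated with the PDE4 inhibitor Ro 20174, exposed to compounds for 30 min at 37C, lysed, and cAMP was read by TR-FRET. Data normalized to buffer (basal) and 29 nM porcine relaxin (100%).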
D1 antag: antagonists of human D1 dopamine receptor; P21728; HEK293 TREx D1 cells, calcium flux, dopamine EC80; hits give low values; activity change, negative = inhibition, % at 10 µM; actives 3.2% (n = 360,000); in the data active means activity change below about -30%; further: on the % scale 0 is the no-effect control and ±100 the full control effect
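After overnight tetracycline induction at 30 C, force-coupled D1 HEK293 cells took up a no-wash calcium dye at room temperature. Compounds were added and monitored 180 s, and the response to EC80 dopamine was then recorded.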
D2 potentiator: positive allosteric modulators of human D2 dopamine receptor. P14416. HEK293 T-REx D2, calcium flux, EC20 dopamine potentiation. potentiation, % at 10 µM. actives 0.34% (n = 340,000). AID 485347;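 active means potentiation over 3 SD above the plate norm, cut at about 30% in these data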; further: 0% is about no effect
Target sequence (P14416 whole entry, looked up): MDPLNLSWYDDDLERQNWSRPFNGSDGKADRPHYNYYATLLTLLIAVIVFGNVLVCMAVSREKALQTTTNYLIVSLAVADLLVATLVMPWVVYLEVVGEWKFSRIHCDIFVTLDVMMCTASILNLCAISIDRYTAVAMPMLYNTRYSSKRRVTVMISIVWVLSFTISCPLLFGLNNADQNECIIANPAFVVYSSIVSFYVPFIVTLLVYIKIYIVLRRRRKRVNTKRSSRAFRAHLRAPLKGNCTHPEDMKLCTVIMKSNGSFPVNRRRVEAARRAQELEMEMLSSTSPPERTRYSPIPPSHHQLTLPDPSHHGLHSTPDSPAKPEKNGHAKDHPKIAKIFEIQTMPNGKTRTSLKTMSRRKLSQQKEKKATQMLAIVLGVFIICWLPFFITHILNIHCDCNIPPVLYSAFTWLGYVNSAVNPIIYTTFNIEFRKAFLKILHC
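Using a no-wash calcium dye in inducible, force-coupled HEK293 Trex cells expressing D2, we tracked fluorescence each second for 180 s after compound, then for 180 s after EC20 dopamine to detect augmented signalling.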
Active calls of the source: *; ? = inconclusive; . = no result given. Unless noted, the call rests on the fitted dose curve; in most records, active means well fitted curve in the direction sought with a large enough effect; inconclusive means small, poorly fitted or top-dose-only effect, or another doubt; inactive means no such curve, though single readings can be large; an effect the other way counts as inactive or inconclusive. An excerpt. The share of hits here may be higher or lower than overall.

| no. | SMILES | TRHR PAM | Anesthetic bind | TRHR ag | D1 PAM | D1 ag | RXFP1 antag | RXFP1 agonist | D1 antag | D2 potentiator |
| --- | --- | --- | --- | --- | --- | --- | --- | --- | --- | --- |
| 1 | C=CCOc1nc2c(c(=O)n(C)c(=O)n2C)n1C | 6 | 5% | 1.7 | 2 | 5 | -6 | 4.1% | 10 | 9 |
| 2 | O=C(Nc1ccc2c(c1)CCC2)Nc1ccccc1F | -5 | -4% | 0.4 | -4 | 0 | -11 | -0.2% | -9 | -3 |
| 3 | CCOc1ccc(N(C)S(=O)(=O)c2ccc3[nH]cc(C(=O)NCC4CCCO4)c(=O)c3c2)cc1 (centres undefined) | -6 | -18% | 0.6 | 0 | 4 | -15 | -1.1% | -20 | -9 |
| 4 | COc1ccc(NS(=O)(=O)c2ccc(-c3cnc(C4CC4)o3)cc2)cc1OC | -7 | -15% | -0.3 | -7 | 17 | 0 | -0.2% | -31* | 14 |
| 5 | O=C(Cn1nc(CNc2ccc(Br)cc2)[n+]2c1CCCCC2)c1ccc([N+](=O)[O-])cc1 | -6 | -10% | 0.8 | 2 | 2 | -5 | 0.0% | 0 | -11 |
| 6 | CN1CCN(NC(=O)c2ccc(F)cc2)CC1 | 2 | -7% | 0.2 | 2 | 1 | 7 | -0.3% | 6 | -4 |
| 7 | Cc1ccc(-c2ccc(/C=N/n3cnnc3)o2)cc1Cl | 0 | -12% | -0.1 | -6 | 0 | 3 | 1.5% | -8 | -7 |
| 8 | CCCCCCNC(=O)N[C@@H](C(=O)NCCC[C@H]1CN2C(=NC[C@@H]2Cc2ccccc2)N1CCc1cccc(OC)c1)C(C)C | -4 | -19% | -0.1 | -1 | 2 | . | 1.3% | -18 | -5 |
| 9 | Oc1ccccc1-c1n[nH]c(=S)n1Cc1ccco1 | 0 | -15% | -0.5 | -2 | 0 | -12 | 2.2% | . | 11 |
| 10 | Cn1c(=O)[nH]c(=O)c2c1nc(NC1CCCC1)n2Cc1ccccc1 | -4 | -10% | -1.0 | 10 | 2 | 8 | -0.7% | 9 | . |
| 11 | CCC1CN(S(=O)(=O)c2cc(-c3cc(C)no3)ccc2OC)c2cc(Cl)ccc2O1 (centres undefined) | 2 | 2% | 1.4 | -5 | 9 | -10 | 1.1% | -1 | -2 |
| 12 | Cc1onc(-c2ccccc2Cl)c1C(=O)NCc1cccs1 | -1 | -14% | -0.8 | -3 | 3 | 1 | -0.3% | 4 | 2 |
| 13 | COc1ccc(N2CCN(C(=O)C3CCCN(S(=O)(=O)c4cccc5cccnc45)C3)CC2)cc1 (centres undefined) | 1 | ? | -1.1 | -3 | -1 | . | 1.7% | 11 | 12 |
| 14 | CN1CCN(c2ccc(NC(=O)Cc3ccccc3)cc2)CC1 | -1 | -16% | 0.7 | -22 | 5 | 3 | 1.5% | -39* | 1 |
| 15 | CNC(=O)c1ccsc1NC(=O)c1ccccc1 | -5 | -7% | 0.1 | -7 | 0 | . | 1.8% | 7 | -2 |
| 16 | FC(F)(F)c1cnc(NNC(=S)Nc2ccc(Cl)cc2)c(Cl)c1 | -1 | -5% | 2.5 | -17 | 19 | -37 | 0.3% | -22 | -16 |
| 17 | CCc1ccc(NC(=O)CSc2nc3c(c(=O)n(C)c(=O)n3C)n2C)cc1 | -1 | -7% | 0.1 | -2 | -2 | -4 | 4.8% | 8 | 7 |
| 18 | Cc1cc(C)c2c(NC(=O)c3ccccc3Cl)c(C(=O)NCc3ccc(Cl)cc3)sc2n1 | -3 | -17% | 0.3 | -4 | 0 | -3 | ? | -10 | -5 |
| 19 | Cc1oc(C(C)(C)C)cc1C(=O)Nc1ccc(C(=O)O)cc1 | -4 | -8% | -0.6 | -3 | 1 | -16 | 1.6% | 11 | 1 |
| 20 | Cc1cccc(NC(=O)C2CCCN(c3nc4ccccc4s3)C2)c1C (centres undefined) | 0 | -2% | -0.2 | 0 | 8 | -21 | 1.9% | -8 | 2 |
| 21 | CCn1c(-c2ccccc2O)n[nH]c1=S | 1 | -15% | -0.5 | 1 | 2 | -14 | -2.3% | -4 | 2 |
| 22 | O=C(CN(Cc1ccccc1)C(=O)c1csnn1)NCCc1ccccc1 | -2 | -6% | -0.1 | -7 | 1 | -4 | 7.8% | 6 | . |
| 23 | COc1ccc(S(=O)(=O)NCc2cccnc2)cc1NC(=O)c1ccc(Cl)cc1 | 0 | . | -0.1 | -5 | 3 | -6 | -1.2% | -9 | 22 |
| 24 | COc1ccc(NC(=O)CSc2nnc(CNC(=O)COc3ccc(Cl)cc3)o2)cc1 | -3 | 4% | -1.1 | 6 | 2 | 3 | -0.5% | 9 | -2 |
| 25 | CCn1c2ccccc2c2cc(NC(=O)c3cccc([N+](=O)[O-])c3C)ccc21 | 0 | -9% | -1.1 | -3 | -1 | -21 | 3.6% | -12 | -5 |
| 26 | CCn1ccc(C(=O)Nc2ccc3c(c2)CCC3)n1 | -4 | -11% | -0.9 | 2 | 4 | -4 | -1.0% | 12 | 5 |
| 27 | COc1ccc(CN2C(=O)c3ccccc3C2=O)cc1C(=O)N(C)CC(=O)Nc1ccc(F)cc1 | -1 | . | 0.9 | . | 4 | -2 | 3.9% | -12 | 0 |
| 28 | CCCn1c(=S)[nH]c2cc(Cl)ccc21 | 8 | 8% | -0.7 | 3 | 1 | 2 | 3.5% | 1 | 16 |
| 29 | O=C(Nc1ccc(Cl)c([N+](=O)[O-])c1)Nc1nc2ccccc2s1 | -5 | 1% | 2.7 | -7 | 16 | . | -0.2% | -23 | 13 |
| 30 | CCNc1nc(NCC)n2c(SCC(=O)Nc3ccccc3F)nnc2n1 | -1 | . | -0.7 | -5 | 5 | 8 | 3.8% | -4 | 13 |
| 31 | CN1CCN(C2=NCCO2)CC1 | -5 | 7% | 0.7 | -10 | 4 | -6 | -0.7% | -33* | -8 |
| 32 | COC(=O)c1c(C)[nH]c(/C=N/Nc2ccccc2)c1C | -1 | -9% | 0.2 | -3 | 0 | 4 | 0.5% | 9 | 0 |
| 33 | COc1ccc(C(=O)OC(C)C(=O)NC(C)CCc2ccccc2)c(OC)c1 (centres undefined) | 4 | 5% | -0.7 | . | 0 | 5 | -0.5% | -7 | 3 |
| 34 | Cc1nc2ccc(S(=O)(=O)NCC(=O)NCCN3CCCCC3C)cc2s1 (centres undefined) | 6 | -9% | 0.7 | 2 | 3 | -8 | 1.1% | -8 | -7 |
| 35 | CC(=O)C1C(c2ccc(Br)cc2)C2C(C)=NN=C2CC1(C)O (centres undefined) | 8 | 4% | 0.5 | -7 | 3 | -2 | -1.0% | -3 | . |
| 36 | O=C(CCN1C(=O)c2ccccc2C1=O)Nc1nc2ccccc2s1 | 2 | 4% | -1.1 | -8 | 10 | -17 | -3.2% | 5 | 7 |
| 37 | O=C(c1ccc(F)cc1)C1CCN(C(=O)c2c(F)cccc2F)CC1 | 1 | -5% | 0.0 | -1 | 2 | 0 | 2.5% | -1 | -4 |
| 38 | Cn1c(=O)c(-[n+]2ccccc2)c([O-])c2ccccc21 | 5 | 1% | 0.2 | -1 | 1 | -16 | 1.0% | -6 | -6 |
| 39 | COC(=O)c1ccc(C)c(NS(=O)(=O)c2ccc(C)c([N+](=O)[O-])c2)c1 | 2 | -18% | -0.3 | 2 | 1 | 9 | -0.4% | 6 | 2 |
| 40 | COc1ccc(O)c(/C=N/NC(=O)CCC(=O)Nc2cccc(C)c2)c1 | -2 | -7% | 0.4 | -1 | 1 | 12 | 2.2% | -7 | -6 |
| 41 | O=C1CC(c2ccccc2)Cc2nc(NC3CC3)ncc21 (centres undefined) | -3 | -4% | -0.3 | -9 | 2 | 10 | -0.7% | 0 | 1 |
| 42 | O=C(CC(=O)c1ccccc1O)c1cccc(F)c1 | 9 | ? | -0.1 | -7 | 3 | -4 | 1.9% | 4 | -4 |
| 43 | Cc1ccc2c(c1)C(c1ccccc1)N(C(=O)c1ccccc1)CC(=O)N2 (centres undefined) | -5 | 3% | -0.4 | -6 | 5 | 7 | 0.0% | -4 | -2 |
| 44 | CCOc1ccc(OCc2ccc(C(=O)NN)o2)cc1 | -4 | -6% | 0.7 | 1 | 4 | 14 | -2.3% | 20 | 0 |
| 45 | CC1CCc2cc(F)ccc2N1C(=O)C1(C)CC1(Cl)Cl (centres undefined) | -7 | ? | -1.1 | 7 | 1 | -10 | 1.5% | -1 | -5 |
| 46 | CCOc1ccccc1CNC(=O)C1CCN(C(=O)N2CC(C)Oc3ccc(C)cc32)CC1 (centres undefined) | -2 | -22% | -0.3 | -9 | 3 | 5 | -0.4% | -13 | 0 |
| 47 | Cc1cc(OCCCCCn2ccnc2)cc(C)c1Cl | 10 | ? | -0.6 | -5 | 26 | -14 | 3.0% | 2 | . |
| 48 | Oc1c(C=C2N=c3ccccc3=N2)sc(=S)n1-c1ccccc1 | 3 | 10% | -1.0 | -6 | 8 | -8 | -3.0% | -3 | 3 |

Some of the entries above in a different format.
#39 COC(=O)c1ccc(C)c(NS(=O)(=O)c2ccc(C)c([N+](=O)[O-])c2)c1
#40 COc1ccc(O)c(/C=N/NC(=O)CCC(=O)Nc2cccc(C)c2)c1
#41 O=C1CC(c2ccccc2)Cc2nc(NC3CC3)ncc21 (centres undefined)
#42 O=C(CC(=O)c1ccccc1O)c1cccc(F)c1
#43 Cc1ccc2c(c1)C(c1ccccc1)N(C(=O)c1ccccc1)CC(=O)N2 (centres undefined)
#44 CCOc1ccc(OCc2ccc(C(=O)NN)o2)cc1
#45 CC1CCc2cc(F)ccc2N1C(=O)C1(C)CC1(Cl)Cl (centres undefined)
entry no.,39,40,41,42,43,44,45
TRHR PAM,2,-2,-3,9,-5,-4,-7
Anesthetic bind,-18%,-7%,-4%,?,3%,-6%,?
TRHR ag,-0.3,0.4,-0.3,-0.1,-0.4,0.7,-1.1
D1 PAM,2,-1,-9,-7,-6,1,7
D1 ag,1,1,2,3,5,4,1
RXFP1 antag,9,12,10,-4,7,14,-10
RXFP1 agonist,-0.4%,2.2%,-0.7%,1.9%,0.0%,-2.3%,1.5%
D1 antag,6,-7,0,4,-4,20,-1
D2 potentiator,2,-6,1,-4,-2,0,-5

#46 CCOc1ccccc1CNC(=O)C1CCN(C(=O)N2CC(C)Oc3ccc(C)cc32)CC1 (centres undefined)
#47 Cc1cc(OCCCCCn2ccnc2)cc(C)c1Cl
#48 Oc1c(C=C2N=c3ccccc3=N2)sc(=S)n1-c1ccccc1
entry no.,46,47,48
TRHR PAM,-2,10,3
Anesthetic bind,-22%,?,10%
TRHR ag,-0.3,-0.6,-1.0
D1 PAM,-9,-5,-6
D1 ag,3,26,8
RXFP1 antag,5,-14,-8
RXFP1 agonist,-0.4%,3.0%,-3.0%
D1 antag,-13,2,-3
D2 potentiator,0,.,3
